High-throughput results deposited in PubChem by several laboratories.
STK33 inh = blocks human STK33 kinase activity. purified STK33, MBP phosphorylation, ADP-Glo luminescence. hit rate 0.073% among 320,000. inhibition, % at 10 µM. Q9BYT3;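 active means inhibition at or above 25%, using the most active replicate where run in duplicate; inactive means inhibition below 25%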
Target sequence (Q9BYT3 whole entry, looked up): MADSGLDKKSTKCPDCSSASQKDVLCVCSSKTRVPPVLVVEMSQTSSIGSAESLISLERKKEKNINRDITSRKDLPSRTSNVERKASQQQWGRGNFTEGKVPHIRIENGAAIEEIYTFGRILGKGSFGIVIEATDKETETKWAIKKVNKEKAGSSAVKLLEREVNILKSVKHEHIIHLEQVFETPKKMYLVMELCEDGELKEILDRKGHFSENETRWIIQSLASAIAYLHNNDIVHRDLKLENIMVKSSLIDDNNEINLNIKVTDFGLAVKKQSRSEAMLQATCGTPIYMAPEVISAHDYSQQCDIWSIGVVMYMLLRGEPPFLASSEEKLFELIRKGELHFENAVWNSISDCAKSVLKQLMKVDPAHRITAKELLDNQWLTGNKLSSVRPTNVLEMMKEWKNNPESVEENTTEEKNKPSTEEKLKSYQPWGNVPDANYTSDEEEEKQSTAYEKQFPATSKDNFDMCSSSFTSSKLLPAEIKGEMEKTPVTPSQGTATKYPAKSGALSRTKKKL
KCNQ2 inh = KCNQ2 potassium channel inhibitors, primary screen, cell-based, CHO-K1, FluxOR thallium flux, B-score (AID 2156); O88943; hit rate 1.1% among 310,000; B-score at 10 µM; 20 min; hits give low values;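 active means fluorescence ratio B-score at most minus 3 library SDs, with starting brightness B-score within 2 library SDs, cut at about -5.5 in these data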
Kir21 block = inhibitors of mouse Kir2.1 inward-rectifier potassium channel; B-score at 10 µM; HEK293-Kir2.1, FluxOR thallium flux fluorescence; hits give low values; hit rate 0.85% among 310,000;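 active means fluorescence ratio B-score at or below minus 3 SD of library scores, with starting-brightness B-score within 2 SD, cut at about -4.2 in these data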;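 further: channel flux triggered by added potassium and thallium sulfate stimulus; B-score of peak minus minimum fluorescence over baseline after thallium stimulus; more negative B-score means stronger Kir2.1 block with less thallium influx; some compounds called inactive have numbers as strong as hits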
Target sequence (P35561 whole entry, looked up): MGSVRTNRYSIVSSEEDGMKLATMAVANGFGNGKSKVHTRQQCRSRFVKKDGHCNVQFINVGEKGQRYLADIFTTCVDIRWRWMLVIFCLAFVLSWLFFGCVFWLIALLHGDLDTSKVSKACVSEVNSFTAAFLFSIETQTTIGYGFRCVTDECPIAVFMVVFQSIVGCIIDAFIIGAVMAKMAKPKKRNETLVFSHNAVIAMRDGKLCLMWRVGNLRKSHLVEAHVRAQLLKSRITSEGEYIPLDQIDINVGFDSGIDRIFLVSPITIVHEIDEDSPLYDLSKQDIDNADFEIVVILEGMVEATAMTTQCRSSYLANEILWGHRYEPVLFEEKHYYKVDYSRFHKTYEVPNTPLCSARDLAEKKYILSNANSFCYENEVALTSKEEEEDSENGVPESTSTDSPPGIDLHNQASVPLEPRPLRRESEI
* = called active by the depositor; i = inactive; nt = not tested or not shown.

SMILES	STK33 inh	KCNQ2 inh	Kir21 block
COc1ccc(-c2csc(N)n2)cc1	-0.2	i	0.41
CCOc1ccc(C2CC(c3c(O)c4ccccc4oc3=O)=NN2c2ccccc2)cc1OC (stereo not given)	0.7	i	-5.2
Cc1ccc(-c2nc(CNC(=O)c3ccco3)cs2)cc1	-2.3	i	1.4
COc1cc(CNCc2cccs2)ccc1OCC(N)=O	0.1	i	-0.48
Cc1ccc(C(=O)N/N=C/c2ccc(-c3cccc(Cl)c3)o2)cn1	-0.4	i	-1.9
CCOC(=O)c1c(NC(=O)COc2ccc3ccc(=O)oc3c2)sc(C(=O)N(C)C)c1C	2.8	i	1.1
O=C1C2C3C=CC(C3)C2C(=O)N1c1cccc(-c2nc3ccccc3o2)c1 (stereo not given)	-0.5	i	0.3
Cc1nn(Cc2ccccc2Cl)c(C)c1NC(=O)CCCn1nc([N+](=O)[O-])c(Cl)c1C	1.5	i	-0.07
COC(=O)CCC(=O)Nc1cccc2c(NC(=O)CCC(=O)OC)cccc12	-2.3	i	0.92
CCCCOc1ccc(C(=O)NCCOc2cccc(OC)c2)cc1	-0.3	i	-0.93
CC(C)(C)NC(=O)C(c1ccc(F)cc1)N(Cc1ccco1)C(=O)CCC(=O)Nc1ccccn1 (stereo not given)	-1.3	i	0.16
O=C(NCCc1ccccc1)C1CCN(C(=O)c2ccc(F)cc2)CC1	-0.4	i	0.72

Three structures from above, sorted by number of heavy atoms, lowest first.
SMILES	STK33 inh	KCNQ2 inh	Kir21 block
COc1ccc(-c2csc(N)n2)cc1	-0.2	i	0.41
O=C1C2C3C=CC(C3)C2C(=O)N1c1cccc(-c2nc3ccccc3o2)c1 (stereo not given)	-0.5	i	0.3
CCOc1ccc(C2CC(c3c(O)c4ccccc4oc3=O)=NN2c2ccccc2)cc1OC (stereo not given)	0.7	i	-5.2

Continuation:
SMILES	STK33 inh	KCNQ2 inh	Kir21 block
CCOc1ccc(-c2nc(C#N)c(NCc3ccco3)o2)cc1	-2.2	i	0.63
O=C(COC(=O)c1ccc(Cl)cc1O)NC(=O)C1CCCCC1	-2.3	i	0.06
O=C(NCCCn1ccnc1)c1cc(-c2ccc(Cl)cc2)nc2ccccc12	1.0	i	0.07
O=C(CCNS(=O)(=O)c1ccc(OC(F)(F)F)cc1)N1CCN(S(=O)(=O)c2cccc(F)c2)CC1	-1.3	i	-1.5
CCNNC(=O)C(O)(c1cccc(C)c1)c1cccc(C)c1	-2.1	i	0.56
Oc1ccc(C[C@@H]2CNCCN2CCC23CC4CC(CC(C4)C2)C3)cc1	-0.6	i	-1.2
CN(C(=O)C1CCC(=O)N(Cc2ccccc2F)C1)C1CCOCC1 (stereo not given)	-0.1	i	-0.62
COc1cccc(/C=C/C(=O)OCC(=O)N2CCCc3ccccc32)c1	-0.4	i	-0.06
CC(C)CC(=O)NC(=S)Nc1nc(-c2ccccc2)cs1	-0.6	i	0.23
COCCN1C(=O)C(=O)/C(=C(/O)c2ccc(S(=O)(=O)N3CCOCC3)cc2)C1c1ccc(OC)c(OC)c1 (stereo not given)	-0.7	i	-0.84
Cc1ccccc1CNc1nc(N)n(-c2ccccc2)n1	1.0	i	0.71
O=C(O)/C(=C/c1ccco1)NC(=O)c1ccc(Br)o1	-1.5	i	2.2
CCOc1cc(/C=N\NC(=O)c2ccc(NC(=O)C(C)(C)C)cc2)ccc1OC(=O)c1ccc(C)cc1	-0.4	i	0.89
C/C(=N\N=C1/NC(=O)C(C)S1)c1ccc([N+](=O)[O-])cc1 (stereo not given)	-0.7	i	-0.24
Cc1ccc(S(=O)(=O)N2CCCC2C(=O)NC2CCCCC2)cc1 (stereo not given)	-1.1	i	1.1
CCOC(=O)N1CCN(C(=O)c2cc3cc(Br)ccc3oc2=O)CC1	-3.5	i	-0.64
CCN(CC)C1CCN(C(=O)c2cc(COc3ccc(F)cc3Cl)on2)C1 (stereo not given)	-0.3	i	-0.11
CCOC(=O)C1=C(C)N=C2SC(C)C(=O)N2C1/C=C/c1ccccc1OC (stereo not given)	-1.3	i	-3.2
CCOC(=O)c1nn(-c2ccccc2Cl)c(=O)cc1OCC(=O)Nc1cccc(OC)c1	nt	i	-0.28
CCOc1ccc(NC(=O)CSc2nc3ccccc3c(=O)n2CCCC(=O)NCC2CCCO2)cc1 (stereo not given)	0.3	i	0.49
Cc1cccc(NC(=O)c2ccccc2NC(=O)c2ccco2)c1	5.7	i	-0.18
Cc1cccc(-n2cnc3cc(C(=O)N4CCc5ccccc54)ccc32)c1	-1.5	i	0.24
CC(C)(C)c1ccc(C(=O)NCc2nnc(SCC(=O)NCC3CCCO3)o2)cc1 (stereo not given)	-1.2	i	-1.2
CCOc1ccc(N=Nc2c(=O)[nH]n3c(=O)c4c([nH]c23)CCCC4)cc1	-0.6	i	0
Cc1cc(NC(=O)CSc2c[nH]c3ccccc23)no1	-0.4	i	0.71
Cc1ccc(-n2c(C)nnc2SCC(=O)N2CCc3ccccc3C2)cc1	-2.3	i	-1.6
O=C(Nc1n[nH]c(C(F)(F)F)n1)C1CC1	-0.5	i	-0.67
CCOC(=O)c1cc(S(=O)(=O)NCCc2ccccc2)cn1C	0.3	i	-0.53
Cc1ccc(S(N)(=O)=O)cc1NC(=O)/C=C/c1cccs1	-0.2	i	0.57
CCCC(C(=O)O)n1c(O)c(C=C2N=c3ccccc3=N2)sc1=S (stereo not given)	-1.6	i	0.82
Cc1ccc2sc(N(CCCN(C)C)C(=O)c3ccc(S(=O)(=O)N4CCc5ccccc5C4)cc3)nc2c1C	-0.7	i	1.8
CCCCn1c(N)c(N(CCOC)C(=O)c2ccc3c(c2)OCCO3)c(=O)[nH]c1=O	-1.4	i	1.2
Cc1nn(-c2ccccc2)c2c1C(=O)N(Cc1ccccc1)C(=O)C(C)(C)C2	0.3	i	-0.91
CCC1=Nc2cc(C(=O)N3CCCCC3)ccc2Sc2ccc(C)cc21	-2.0	-5.9*	0.26
Nc1cc(=O)[nH]n1C1CCCC1	-0.1	i	-0.52
O=C(CC(=O)c1ccccc1)Nc1cc(C(F)(F)F)ccc1Cl	0.4	i	0.38

The list goes on; it opens with the 7 that closed the last part.
SMILES	STK33 inh	KCNQ2 inh	Kir21 block
CCCC(C(=O)O)n1c(O)c(C=C2N=c3ccccc3=N2)sc1=S (stereo not given)	-1.6	i	0.82
Cc1ccc2sc(N(CCCN(C)C)C(=O)c3ccc(S(=O)(=O)N4CCc5ccccc5C4)cc3)nc2c1C	-0.7	i	1.8
CCCCn1c(N)c(N(CCOC)C(=O)c2ccc3c(c2)OCCO3)c(=O)[nH]c1=O	-1.4	i	1.2
Cc1nn(-c2ccccc2)c2c1C(=O)N(Cc1ccccc1)C(=O)C(C)(C)C2	0.3	i	-0.91
CCC1=Nc2cc(C(=O)N3CCCCC3)ccc2Sc2ccc(C)cc21	-2.0	-5.9*	0.26
Nc1cc(=O)[nH]n1C1CCCC1	-0.1	i	-0.52
O=C(CC(=O)c1ccccc1)Nc1cc(C(F)(F)F)ccc1Cl	0.4	i	0.38
Cn1ccsc1=NC(=O)c1ccc(S(=O)(=O)C(F)F)cc1	-1.2	i	-0.93
Cc1n[nH]c(C)c1S(=O)(=O)N1CCCCCC1	-0.8	i	-1.2
Cc1cc(C)c(S(=O)(=O)NC2CC(C)(C)NC(C)(C)C2)cc1Br	-15	i	-2.8
CC(C)CC(C(=O)OCC(=O)c1c(N)n(C)c(=O)n(C)c1=O)N1C(=O)c2ccccc2C1=O (stereo not given)	0.1	i	0.79
Cc1ccc(-c2nc(CS(=O)CC(=O)NCc3ccc4c(c3)OCO4)c(C)o2)cc1 (stereo not given)	-0.4	i	-0.19
O=[N+]([O-])c1cc(/C=N/n2c(-c3cccnc3)n[nH]c2=S)ccc1Cl	0.3	i	0.02
CC1(C)Cc2c(sc(NC(=O)COc3ccc(Cl)cc3)c2C(N)=O)C(C)(C)N1	0.9	i	-0.3
CCCCn1cnc2c(c(-c3ccccc3)c(-c3ccccc3)n2Cc2ccco2)c1=N	1.4	-7.6*	-10
COc1ccccc1OCCn1ccnc1	1.3	i	0.75
Cc1csc(SCc2nc3scc(-c4ccccc4)c3c(=O)[nH]2)n1	-1.6	i	-2
CCN(CC)c1nc2c(c(=O)[nH]c(=O)n2C)n1Cc1ccccc1	-2.0	i	0.28
COc1ccc(C(=O)NNC2=NC(C)(C)Cc3ccccc32)cc1	0.2	i	-0.77
Cc1ccc(C(=O)O)cc1NC(=S)NC(=O)c1ccc(-c2ccccc2)cc1	0.4	i	0.07
COc1ccc(C(=O)Nc2ccc(NC(=O)c3cccs3)c(OC)c2)cc1Cl	-0.5	i	1.1
NC(=O)c1cnn(C2CCS(=O)(=O)C2)c1 (stereo not given)	-1.6	i	0.81
O=C(CSc1nnc(-c2cccs2)n1-c1ccccc1)N1CCCc2ccccc21	-0.7	i	-0.4
CCc1c(C)c(C#N)c2nc3ccccc3n2c1NCc1ccco1	1.4	i	-3.5
Nc1n[nH]c(C2CCCCC2)n1	-2.0	i	0.37
COc1ccc(/C=C2/CCCC(C(=O)C(F)(F)F)=C2O)cc1OC	-1.4	i	0.78
Cc1cccc(CCNC(=O)C2CCCN(S(=O)(=O)c3cccc4nsnc34)C2)c1 (stereo not given)	-1.4	i	0.17
O=C(CCN1C(=O)S/C(=C\c2cccs2)C1=O)NC1=NCCS1	-2.6	i	1.3
N=C1/C(=C\c2ccc(OC(=O)c3ccccc3)cc2)C(=O)N=C2SC(N3CCOCC3)=NN12	2.2	i	-0.29
Cc1ccc(NC(=O)CSc2nc3ccccc3nc2N2CCCC2)cc1	-0.7	i	-0.51
CCNC(=O)C(C)Sc1ccc(Cl)cc1 (stereo not given)	-0.4	i	0.05
CC(=O)c1ccc(OCc2cc(C(=O)N(C)Cc3ncc(C)[nH]3)no2)cc1	-0.3	i	0
CC(=O)NC1=NN(C(C)=O)C(C)(CS(=O)(=O)c2ccc3ccccc3c2)S1 (stereo not given)	-2.6	i	-0.04
COC(=O)CCN(C(=O)c1cc(OC)c(OC)c(OC)c1)c1ccccn1	-2.8	i	0.25
O=c1[nH]ncn1-c1ccc(Br)cc1	0.4	i	0.77
COC(=O)Cc1[nH]nc2c1C(C1C=CCCC1)C(C#N)=C(N)O2 (stereo not given)	-0.3	i	0.18
C=CCNC(=S)Nc1cccc(N)c1	-0.6	i	1.4
CCCN1C(=O)C(Cc2nc3ccccc3c(=O)n2-c2ccccc2)c2cc(C)ccc21 (stereo not given)	-0.5	i	-1.1
CCn1c(CNc2ccc(F)cc2)nnc1SCC(=O)OC1CCCCC1	-1.1	i	-4.5*
CCN(CC)CCN1C(=O)C(=O)/C(=C(/O)c2ccc3c(c2)CC(C)O3)C1c1ccc(OC)cc1 (stereo not given)	-1.2	i	0.32
COc1cc(/C=N/Nc2nncn2N)ccc1OCc1c(C)no[n+]1[O-]	-1.1	i	1
FC(F)(F)c1nnc2ccc(Cl)nn12	-1.7	i	0.66
CC(C)c1ccc(C(=O)N(c2ccccn2)C(C)c2ccco2)cc1 (stereo not given)	-1.4	i	-0.39
Cc1cccc2c(N)c3c(nc12)N(C)CC3	1.3	i	0.05
CCN(CC)CCCNC1CCS(=O)(=O)C1 (stereo not given)	-2.0	-6.7*	-0.62
COc1ccc(C[C@H]2CN3C(=NC[C@@H]3Cc3ccccc3)N2C[C@H](C)NC(=O)CCC2CCCCC2)cc1	nt	i	-7.3*
C/C(=N\N=C1\NC(=O)CC(C(=O)O)S1)c1cccs1 (stereo not given)	-1.5	i	-1.7
Cc1ccc(-n2ncc3c(=O)n(CC(=O)N4CCN(c5ccccc5)CC4)cnc32)cc1C	-0.8	i	-0.06
NC(=O)NOCc1ccccc1F	-0.3	i	-0.64
Clc1ccc(OCc2nn[nH]n2)cc1	-2.2	i	-0.15
O=c1[nH]c(C2C3CC4CC(C3)CC2C4)nc2ccccc12 (stereo not given)	-1.0	i	1.1
Cc1ccc(CNC(=O)Cn2cc(C(F)(F)F)ccc2=O)cc1	-0.8	i	1.3
O=C(CCN1C(=O)C2CCCCC2C1=O)Nc1cc(F)ccc1F (stereo not given)	-1.4	i	-1.3
N#C/C(=C\c1ccc(OCC(N)=O)cc1)C(=O)NC1CC1	1.1	i	0
CCC1CCCCN1C(=O)Cn1c(=O)oc2ccccc21 (stereo not given)	-1.8	i	-0.85
COc1ccc(/C=N/NC(=S)NC2CCS(=O)(=O)C2)cc1OC (stereo not given)	-0.1	i	0.72
CCOC(=O)N1CCC(NC(=O)Cn2ncc3c4ccccc4n(C)c3c2=O)CC1	nt	i	0.24
O=C(COC(=O)c1ccco1)Nc1ccc2c(c1)OCO2	-0.9	i	2.2
CC(=O)Nc1ccc(Oc2ncccn2)c(Cl)c1	-0.3	i	-0.5
Cc1ccc(C(=O)CN(Cc2ccccc2)C2=NCCS2)cc1	-0.8	i	-1.7
Cc1cc(N/N=C/c2ccccc2Br)nc2ccccc12	1.1	i	-1.8
COc1cc(/C=C(\NC(C)=O)C(=O)NC(C)(C)CC(C)(C)C)ccc1OC(C)=O	-0.8	i	2.1
CCOC(=O)C1=C(c2ccccc2)NC(=O)NC1c1ccc(O)c(OCC)c1 (stereo not given)	-0.5	i	-0.48
c1ccc(OCc2nn3c(Cn4cnc5ccccc54)nnc3s2)cc1	-0.5	i	-0.91
O=C1CCCN2N=C(SCC(=O)Nc3ccc(F)cc3F)SC2=N1	-1.1	i	-0.49
O=C(CN1C(=O)NC2(CCCCC2)C1=O)N1CCN(S(=O)(=O)c2ccccc2)CC1	-0.8	i	-0.37
CCC1(C)Cc2c(sc3nnn(CC(=O)Nc4ccc(C)cc4)c(=O)c23)CO1 (stereo not given)	-5.0	i	0.43
Cc1cccc(NS(=O)(=O)c2nnc(NC(=O)c3cccc(C)c3)s2)c1	1.0	i	-1.1

This is a random part of the collection. Share with any hit: about 1.9%.
